Screens from PubChem.
Pol iota inh: qHTS for Inhibitors of Polymerase Iota. Pol iota fluorescent replication assay, 10 min. DNA polymerase iota (Homo sapiens), Q9UNA4. Potency, µM (series often up to 115 µM), for inactives: at the highest dose activity, negative = inhibition, hits mostly inhibitors. actives 1% (n = 390,000); also: potency is read from the fitted curve at half-maximal effect
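Pol iota at 10 nM preincubated 15 min with compounds at room temperature; reaction started with fluorescent substrate, 50 nM final. Fluorescence read kinetically at 0 and 10 min; buffer-only wells as negative control.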
Apoferritin bind: qHTS Assay for Identification of Novel General Anesthetics; AID 485281, 2010; Potency, µM (titrated, usually from 77.5 µM), inactives show at the top dose activity change, negative = displacement, most hits filed as inhibitors; apoferritin/1-aminoanthracene competitive binding, fluorescence; actives 0.074% (n = 350,000); Ferritin light chain (Equus caballus), P02791; also: potency is read from the fitted curve at half-maximal effect; % is scaled to controls: 0 for no effect and ±100 for the full control effect; nearly all actives have a fitted effect of over 20% in size
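Read-out: endpoint 1-AMA fluorescence, excitation 380 nm and emission 535 nm, after compounds sit 10 min at room temperature with 10 uM horse-spleen apoferritin in 50% saturated 1-AMA/PBS. Values come from four-parameter Hill fits.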
LDHA block: qHTS assay for inhibitors of human lactate dehydrogenase. purified LDHA, NADH/diaphorase-resazurin fluorescence; active compounds read low. L-lactate dehydrogenase A chain (Homo sapiens), P00338. actives 0.15% (n = 480,000). activity change, % (values are at about 110 or 230 µM); in the data active = activity change below about -30%; inconclusive = mostly about -25% to -30%;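 also: plate controls were DMSO wells for no effect and wells without enzyme for full effect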
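Remaining NADH was detected by diaphorase (0.133 mg/mL) converting 37 µM resazurin to fluorescent resorufin, read at 0 and 20 minutes. The preceding 5-minute room-temperature reaction used 2 nM LDHA, 0.2 mM sodium pyruvate and 0.06 mM NADH at pH 7.4.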
POLK inh: qHTS for Inhibitors of Polymerase Kappa; DNA polymerase kappa (Homo sapiens), Q9UBT6; purified Pol kappa, fluorescent DNA synthesis assay, 10 min; Potency, µM (titrated, usually from 107 µM), for inactives: at the top dose activity, negative = inhibition, actives largely listed as inhibitors; actives 0.53% (n = 400,000); also: potency is read from the fitted curve at half-maximal effect; % is scaled to controls: 0 for no effect and ±100 for the full control effect
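Kinetic fluorescence readout at 0 and 10 min followed reaction start with substrate at 50 nM final. Beforehand, enzyme (10 nM Pol kappa) stood 15 min with compound at room temperature; buffer-only wells were negative controls.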
Glioma ERSR ind: qHTS for Inducers of the Endoplasmic Reticulum Stress Response (ERSR) in Human Glioma: qHTS; U87-MG GRP78 promoter luciferase reporter, 16 h; Potency, µM, without a hit: top-dose activation, most hits filed as activators; actives 0.02% (n = 420,000); also: potency is read from the fitted curve at half-maximal effect; series mostly up to about 76 µM; % of control where 0% means no effect; nearly all actives have a fitted effect of over 35% in size
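Stably transfected U87-MG human glioma cells carrying a GRP78-based luminescent sensor were seeded at 1000 cells/well, pin-dosed with compounds and incubated 16 h. Luciferase reagent was then added, and end-point luminescence was read after 10 min at room temperature.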
BLM helicase inh: qHTS Assay for Inhibitors of Bloom's syndrome helicase (BLM). RecQ-like DNA helicase BLM (Homo sapiens), P54132. Potency, µM (highest dose often 56.1 µM), for the others: at the top dose activity change, negative = inhibition, usual class: inhibitors. recombinant BLM DNA unwinding, fluorescence dequenching. AID 2528, 2010. actives 0.2% (n = 350,000);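 also: potency is read from the fitted curve at half-maximal effect; plate controls were vehicle for no effect and no enzyme for full effect; nearly all actives have a fitted effect of over 35% in size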
POLB inh: qHTS Assay for Inhibitors of DNA Polymerase Beta | Potency, µM (highest dose often 114 µM), for the others: at the top dose activity change, negative = inhibition, most hits filed as inhibitors | P06746 | actives 1.3% (n = 340,000) | Pol beta primer extension/strand displacement, fluorescence kinetic | AID 485314, 2010; also: potency is read from the fitted curve at half-maximal effect; % is scaled to controls: 0 for no effect and ±100 for the full control effect
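Curves were derived by four-parameter Hill fits of normalized qHTS data. The kinetic fluorescent primer-extension read was taken at 0 and 10 min after 50 nM substrate, following a 15 min room-temperature preincubation of 10 nM enzyme with compounds.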
APE1 inh: qHTS Assay for Inhibitors of the Human Apurinic/apyrimidinic Endonuclease 1 (APE1); DNA repair nuclease/redox regulator APEX1 (Homo sapiens), P27695; recombinant APE1, TAMRA/BHQ-2 abasic DNA cleavage fluorescence; Potency, µM (series often up to 65.8 µM), without a hit: top-dose activity change, negative = inhibition, usual class: inhibitors; actives 0.35% (n = 350,000); AID 2517, 2012;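 also: potency is read from the fitted curve at half-maximal effect; plate controls were vehicle for no effect and reference inhibitor for full effect; nearly all actives have a fitted effect of over 55% in size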
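APE1 at 0.75 nM final was preincubated with compound 15 min at room temperature, then 50 nM double-stranded THF abasic-site substrate (5'-TAMRA/3'-BHQ-2) was added. Fluorescence (ex 525/em 598 nm) was read kinetically; third-minus-first read gave activity.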
Pol eta inh: qHTS for Inhibitors of Polymerase Eta | DNA polymerase eta (Homo sapiens), Q9Y253 | recombinant Pol eta, fluorescent DNA replication assay | Potency, µM (doses to about 114 µM), for inactives: at the highest dose activity change, negative = inhibition, usual class: inhibitors | actives 1.2% (n = 390,000); also: potency is read from the fitted curve at half-maximal effect; % is scaled to controls: 0 for no effect and ±100 for the full control effect
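Fluorescent replication assay: 50 nM final substrate added after a 15 min room-temperature compound preincubation with 10 nM enzyme. Signal taken at 0 min and again at 10 min.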
* hit, by the source's call; ? = inconclusive; nt = not tested or not shown; & = joins results of further samples; [ ] = dose if it differs, or a comment. Unless noted, calls follow the shape of the dose curve; as a rule, active = well fitted curve in the direction sought with a large enough effect; inconclusive = small, poorly fitted or top-dose-only effect, or another doubt; inactive = no such curve, though single readings can be large; an effect the other way counts as inactive or inconclusive. This is a subset; count on the stated rates, not on these rows.

SMILES	Pol iota inh	Apoferritin bind	LDHA block	POLK inh	Glioma ERSR ind	BLM helicase inh	POLB inh	APE1 inh	Pol eta inh
CCC(C)c1nc2ccsc2c(N2CCOC2=O)c1-c1ccccc1 (stereo unspecified)	8%	nt	0	0%	-5%	nt	nt	nt	-9%
CCN1C(=O)C(CC(=O)Nc2ccc(OC)cc2)N(Cc2ccco2)C1=S (stereo unspecified)	11%	4%	-4	-10%	-5%	-2%	14%	1%	-8%
COc1ccc(C)c2sc(N(Cc3cccnc3)C(=O)C3CCCCC3)nc12	13%	-12%	-9	-17%[60.1 µM]	-2%	-5%	-24%	nt	-10%
Cc1ccc(S(=O)(=O)NCCNS(=O)(=O)c2ccc(C)cc2)cc1	145%[activator]	-15%	-7	-3%	-5%	-4%	-4%	8%	-3%
CC(=O)NC(C)c1cc(F)c2cccnc2c1O (stereo unspecified)	19%	nt	2	5%	-6%	nt	nt	32%&10%	-18%
COc1ccc(C2c3sc(=O)[nH]c3SCC2C(N)=O)cc1 (stereo unspecified)	-2%	3%	-1	-3%	2%	0%	1%	2%	47%[activator]
COC(CNS(=O)(=O)c1ccc(Cl)cc1)c1ccccc1 (stereo unspecified)	-14%	3%	0	-10%	-3%	-2%	28%	10%	-11%
CC(NC(=O)c1cc(-c2ccc(Cl)cc2)on1)c1ccccc1 (stereo unspecified)	-15%	54%	-5	-9%	-2%	0%	-4%	nt	-2%
Cc1ccc(C(=O)NNC(=S)Nc2cccc3ccccc23)s1	-10%	-8%	17	2%	2%	-4%	24%	-2%	-6%
Cc1ccc(-n2ncc3c(NC4CCCC4)ncnc32)cc1	-1%	-4%	-10&-9	-13%[60.1 µM]	-10%	-6%	23%	nt	-8%
Cc1ccc(N2C(=O)C3C4C=CC(CNC(=S)N5CCN(c6ccccn6)CC5)(O4)C3C2=O)cc1 (stereo unspecified)	17%	-4%	0	2%	-1%	-4%	-1%	-2%	-9%
Cc1cccc(NS(=O)(=O)c2ccc3c(c2)CCN3C(=O)CCC(=O)O)c1	17%	-5%	-4	-6%	-5%	-6%	8%	17%	-10%
CCC(=O)Nc1cccc(NC(=S)NC(=O)c2ccccc2C)c1	-8%	-15%	-7	-1%	5%	-7%	7%	5%	5%
CCCCCCNC(=O)c1cc(S(=O)(=O)N2CCc3ccccc32)ccc1F	6%	1%	-6	8%	-1%	0%	1%	21%	7%
CC1CCN(c2ccc(NC(=O)c3ccc([N+](=O)[O-])o3)cc2)CC1	-9%	nt	1	1%	-10%	nt	nt	12%	-9%
O=C(CCOc1ccccc1)N(Cc1cccnc1)c1nc2c(F)cc(F)cc2s1	23%	25%	-5	0%[60.1 µM]	-4%	-7%	0%	nt	-23%
CCOc1ccc(NC(=O)c2nn(C)c(C(=O)Nc3ccc(OCC)cc3)c2[N+](=O)[O-])cc1	31%[activator]	-20%	-5	-12%	-2%	-1%	26%	19%	-4%
Cc1nonc1-c1csc(N)n1	150%[activator]	-4%	0	0%	2%	-7%	1%	2%	?
COc1nc(OC)nc(N(C)CCO)n1	9%	0%	-3	-2%	-2%	-2%	16%	0%	4%
CN(C)C(=O)CSc1nnc(-c2cccs2)n1-c1ccccc1	67%[activator]	2%	-7	-3%	-3%	-2%	1%	1%	-20%
Cc1ccc(NC(=O)C2CC(=O)N(c3ccc4c(c3)OCCO4)C2)cc1S(=O)(=O)N(C)C (stereo unspecified)	24%	nt	-2	-3%	-4%	nt	nt	21%	-2%
O=c1c2ccccc2cnn1Cc1n[nH]c(=S)n1-c1ccc(Cl)cc1Cl	nt	-3%	nt	nt	nt	-2%	1%	2%	nt
COc1ccc(C(=O)Cn2c(=O)c(CCC(=O)O)nn3c4ccccc4nc23)cc1OC	1%	-1%	6	5%	3%	0%	0%	1%	-7%
Cc1cc(S(=O)(=O)NCc2ccccn2)c(Cl)cc1Cl	28%	10%	2	2%	0%	0%	28%	12%	-10%
C/C(=N\NC(=O)c1cccc(Br)c1)c1ccccn1	119%[activator]	-21%	3	2%	-6%	-2%	-15%	45%	-20%
CCN1CCCC1CNC(=O)CN(C)S(=O)(=O)c1ccc(Cl)cc1 (stereo unspecified)	-29%	-9%	-4	-11%	-6%	1%	40%	30%	-18%
CC(=O)N1CCN(c2ccc(NC(=O)c3ccc4ccccc4c3)cc2)CC1	?	6%	-4	-24%	0%	2%	37%	-12%	-14%
CC1CCC/C=C/C(=O)c2c(O)cc(O)cc2CC(=O)O1 (stereo unspecified)	18µM*	-6%	9	79µM*	-10%	-5%	-15%	-6%	35µM*
CC1CCCCN1C(=O)Cn1cc(C#N)c2ccccc21 (stereo unspecified)	9%	8%	-3	-1%	-3%	-5%	3%	-1%	-16%
COc1cccc(NC(=O)CN(C)C(=O)c2cn(-c3ccccc3)nc2-c2cccs2)c1	5%	nt	-5	-22%	1%	nt	nt	-5%	-10%
CCCCn1c(N)c(N(CCOC)C(=O)CC2CCCCC2)c(=O)[nH]c1=O	20%	nt	0	4%	-1%	nt	nt	nt	-9%
CCC(C)Nc1ncnc2c1cnn2-c1ccc(F)cc1 (stereo unspecified)	37%[activator]	-11%	-4	-14%[60.1 µM]	-1%	0%	11%	nt	-18%
CCC(C)(C(=O)NC1CCCCC1)N(CC1CCCO1)C(=O)CNC(=O)c1ccccc1 (stereo unspecified)	-4%	-8%	-1	5%	-6%	0%	16%	-4%	-11%
c1ccc(-n2cc(CN3CCCC(CN4CCCC4)C3)c(-c3ccc4c(c3)OCO4)n2)cc1 (stereo unspecified)	21%	-11%	3	1%	0%	-3%	-3%	14%	-14%
CCCCCn1c(=O)[nH]c2cc(C(=O)NCCN3CCCCC3C)ccc2c1=O (stereo unspecified)	59%[activator]	-7%	-2	-2%	-7%	-7%	9%	2%	-9%
Cc1oc(-c2ccccc2F)nc1CS(=O)(=O)CC(=O)NCCN1CCCC1	20%	-8%	-1	0%	-4%	1%	-2%	21%	-6%
O=C(Nc1cnn(Cc2ccc(Cl)cc2Cl)c1)c1noc2c1CCCC2	-7%	-9%	1	2%	1%	-3%	0%	-2%	-20%
Cc1ccccc1NC(=O)CCCCC(=O)Nc1ccccc1C	104%[activator]	1%	-5	-6%	-2%	-6%	-15%	6%	-1%
CCOCCOC(=O)Cn1cnc2scc(-c3ccc(C)cc3)c2c1=O	6%	-21%	-5	0%	6%	-10%	-2%	19%	-19%
Cn1c(-c2ccc(F)cc2)cnc1NCc1cc2c(cc1[N+](=O)[O-])OCO2	5%	?	-8	-22%	-5%	-2%	2%	0%	-12%
CSc1ccccc1C(=O)Nc1cccc(N(C)S(C)(=O)=O)c1	33%[activator]	0%	-6	1%	-4%	-1%	13%	-3%	-9%
COc1cccc(NC(=S)NCCC(c2ccccc2)c2ccccc2)c1	-9%	76%[activator]	0	-6%	-3%	-13%	6%	?	-16%
CCN(CC)CCn1c(=S)[nH]c2cc(C(=O)N3CC=C(c4ccccc4)CC3)ccc2c1=O	nt	-8%	nt	nt	nt	4%	11%	1%	nt
COC(=O)[C@@H]1[C@@H]2C[C@H]3c4[nH]c5ccccc5c4CCN3C[C@@H]2CC[C@@H]1O	nt	7%&3%&-4%[29.3 µM]	nt	?	-5%&-1%&-2%&-4%&-4%&-4%	-4%	nt	?	nt
O=C(COC(=O)c1cccc(OC(F)F)c1)Nc1ncccn1	-5%	nt	-7	-15%	-2%	nt	nt	-30%	?
CCOc1ccc(Br)cc1CC(=O)O	3%	nt	-10	-10%	-1%	nt	nt	nt	-13%
COc1ccc(CC(=O)Nc2cc(C)on2)cc1OC	16%	1%	-1	-7%	-3%	3%	4%	-6%	5%
COc1ccc(Br)cc1CNCc1c(C(=O)O)c(C)n(Cc2ccccc2C)c1C	-3%	-7%	-7	-13%	0%	0%	14%	nt	-9%
COc1ccc(-n2nnnc2/C(=C/N(C)C)C(=O)c2ccccc2)cc1	-1%[58.9 µM]	-3%	-4	-12%	-6%	1%	23%	3%	-18%
CCOC(=O)c1c(C)nc2ccccc2c1-c1ccccc1	32%[activator]	-4%	-1	-7%	-3%	3%	-5%	22%	-1%
O=C(/C=C/c1ccco1)NC(=S)Nc1ccc(N2CCOCC2)c(Cl)c1	3%	?	-2	-23%	-3%	-2%	?	-4%	?
Cc1cc(OCC(=O)Nc2ccncc2)ccc1[N+](=O)[O-]	60%[activator]	-9%	-4	-4%	-4%	-2%	1%	-5%	-10%
CCNc1nc(N)nc(-c2cc(Cl)ccc2O)n1	90%[activator]	7%	-2	-8%	-7%	2%	0%	4%	-24%
O=C(CCCCCN1C(=O)c2ccccc2C1=O)Nc1cccc(O)c1	140%[activator]	-12%	-6	-9%	0%	1%	?	2%	-15%
COc1cc(/C=C/C(=O)c2ccc(Cl)s2)cc(OC)c1O	?	?	7	-13%	2%	-7%	-5%	-3%	10%
CN1CCCC1=Nc1c2c(nc3ccccc13)N(C)CC2	19%	-6%	-5	-8%	-2%	1%	11%	6%	-16%

A run of entries of the results above, as a working copy:
SMILES	Pol iota inh	Apoferritin bind	LDHA block	POLK inh	Glioma ERSR ind	BLM helicase inh	POLB inh	APE1 inh	Pol eta inh
COc1ccc(-n2nnnc2/C(=C/N(C)C)C(=O)c2ccccc2)cc1	-1%[58.9 µM]	-3%	-4	-12%	-6%	1%	23%	3%	-18%
CCOC(=O)c1c(C)nc2ccccc2c1-c1ccccc1	32%[activator]	-4%	-1	-7%	-3%	3%	-5%	22%	-1%
